# DTT redox prof: compounds producing H2O2 with reducing agent – biochemical, NIH compound library profiling, artefact control for MLSCN library redox annotation, primary screen; activation, % at 10 µM; DTT-dependent redox cycling H2O2, phenol red/HRP absorbance; 100% = 100 µM peroxide control, 0% = buffer; AID 878, 2007; 0.03% of 200,000 active;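 active means activation of at least 50% relative to the plate's high and low controls in the primary single-dose screen; inactive means activation below 50%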;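 further: compound incubated with DTT at 0.8 mM final as the reducing agent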
# STAT1 activator: STAT1 signaling activators, primary screen, cell-based, HTS, luciferase reporter; NIH 3T3 STAT1-luciferase reporter, IFN-gamma, luminescence; 100% = IFN-gamma alone, no compound; activation (% of control), % at 5.5 µM; 2.6% of 200,000 active; AID 932, 2007;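 active means activation above the screen-wide mean activation plus 3 SD, cut at about 130% in these data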;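 further: raw ratio to IFN-gamma control signal so 100% means no change and 0% no light; values of inactives mirror those of a sister screen read the other way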
# Efa HMGR inh: inhibitors of E. faecalis class II HMGR, primary screen, biochemical, Enterococcus faecalis. HMG-CoA reductase (Enterococcus faecalis, mvaE). purified E. faecalis HMGR, NADPH absorbance 340 nm kinetic. inhibition, % at 10 µM. 0.41% of 190,000 active. AID 1066, 2008;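 active means inhibition above a set limit, the median over all tested compounds plus 3 SD, cut at about 9.5% in these data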;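 further: enzyme runs in reverse so mevalonate oxidation gives rising NADPH absorbance; 0% = complete reaction with DMSO and 100% = background rate lacking mevalonate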
# TLR4 MyD88 comp: inhibitors of TLR4-MyD88 association in cells, primary screen, cell-based, HeLa CL3-4, BLA complementation, FRET ratio; HeLa CL3-4 TLR4/MyD88 BLA complementation; 0.18% of 200,000 active; Toll-like receptor 4 (Homo sapiens) + Myeloid differentiation primary response protein …; inhibition, % at 8.4 µM; in the data active means inhibition above about 25%;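 further: 0% = vehicle and 100% = reference inhibitor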
# Target sequence (O00206 whole entry, looked up): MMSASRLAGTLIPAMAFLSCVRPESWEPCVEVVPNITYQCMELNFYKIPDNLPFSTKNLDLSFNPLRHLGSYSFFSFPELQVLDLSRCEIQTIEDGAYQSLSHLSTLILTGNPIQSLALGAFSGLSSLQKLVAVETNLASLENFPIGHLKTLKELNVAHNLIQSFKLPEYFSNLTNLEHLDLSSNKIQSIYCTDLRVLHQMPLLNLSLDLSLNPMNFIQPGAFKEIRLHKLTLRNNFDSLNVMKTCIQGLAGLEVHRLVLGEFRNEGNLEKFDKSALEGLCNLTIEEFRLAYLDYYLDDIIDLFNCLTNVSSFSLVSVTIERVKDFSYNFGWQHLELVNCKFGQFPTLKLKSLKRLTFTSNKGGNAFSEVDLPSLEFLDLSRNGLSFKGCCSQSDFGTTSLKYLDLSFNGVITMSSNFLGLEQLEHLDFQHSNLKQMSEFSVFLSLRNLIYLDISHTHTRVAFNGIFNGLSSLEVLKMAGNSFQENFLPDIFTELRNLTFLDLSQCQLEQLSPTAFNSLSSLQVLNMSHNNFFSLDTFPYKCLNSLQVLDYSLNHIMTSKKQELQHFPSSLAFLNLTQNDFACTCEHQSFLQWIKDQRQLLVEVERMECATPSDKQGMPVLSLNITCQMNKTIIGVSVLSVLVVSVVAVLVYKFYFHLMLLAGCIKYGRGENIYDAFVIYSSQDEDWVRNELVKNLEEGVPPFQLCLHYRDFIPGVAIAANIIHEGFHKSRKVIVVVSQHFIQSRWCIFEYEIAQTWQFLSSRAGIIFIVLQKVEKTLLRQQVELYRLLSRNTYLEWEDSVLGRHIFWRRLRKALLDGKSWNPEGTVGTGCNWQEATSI
# Target sequence (Q99836 whole entry, looked up): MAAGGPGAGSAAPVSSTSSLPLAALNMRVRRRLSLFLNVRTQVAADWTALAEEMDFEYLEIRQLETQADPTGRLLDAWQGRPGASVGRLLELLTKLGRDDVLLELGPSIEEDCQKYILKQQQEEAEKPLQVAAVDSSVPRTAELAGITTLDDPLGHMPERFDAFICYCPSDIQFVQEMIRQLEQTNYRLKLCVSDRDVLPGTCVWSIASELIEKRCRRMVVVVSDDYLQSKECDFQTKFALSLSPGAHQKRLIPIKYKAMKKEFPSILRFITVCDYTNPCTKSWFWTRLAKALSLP
# STAT3 blocker: IL-6 driven STAT3 reporter inhibitors, primary screen, U3A cells, luciferase, luminescence, MLSCN library | IL-6 STAT3-luciferase reporter; host cell line lacks STAT1 | inhibition, % at 5.5 µM | 0.89% of 190,000 active;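 active means inhibition above the mean inhibition across all screened compounds plus 3 SD, cut at about 44% in these data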;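 further: 0% = DMSO only wells and 100% = 100 µM nifuroxazide control wells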
# Hsp70 activator: Hsp70 transcriptional activators, primary screen, cell-based, HeLa, Hsp70 promoter luciferase, luminescence, 10 µM | HeLa Hsp70 promoter luciferase reporter; scaled: vehicle 0, proteasome-inhibitor control 100% | 0.04% of 200,000 active | activation, % at 10 µM;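 active means activation above the mean across all tested compounds plus 3 SD, cutoff set per campaign, cut at about 5.5% in these data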;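 further: 100% = MG132 at 30 µM as the positive control and 0% = DMSO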
# NF-kB neuron act: activators of NF-kB expression in neurons, primary screen, cell-based, HTS. human neuronal cells, NF-kB reporter expression; active compounds read high. fold change at 12.5 µM. 1.6% of 190,000 active. AID 1239, 2008; in the data active means fold change above about 3.3
# STAT1 inh: STAT1 signaling inhibitors, primary screen, cell-based, HTS, luciferase reporter. NIH 3T3 STAT1-luciferase reporter, IFN-gamma, luminescence. inhibition, % at 5.5 µM. 0.35% of 200,000 active;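 active means inhibition above a set limit, the mean inhibition across all tested compounds plus 3 SD, cut at about 34% in these data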;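 further: 0% = IFN-gamma with DMSO and 100% = IFN-gamma with 300 µM nifuroxazide; values of inactives mirror those of a sister screen read the other way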
# APP 5'UTR act: activators of APP 5'UTR luciferase reporter, primary screen, SH-SY5Y cells; AID 1276, 2008; 1% of 190,000 active; SH-SY5Y APP 5'UTR luciferase reporter, luminescence; zero percent = DMSO vehicle wells; activation, % at 2 µM;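 active means activation above a set limit, based on mean plus 3 SD of controls, cut at about 140% in these data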; further: values of inactives mirror those of a sister screen read the other way
# STAT3 act: IL-6 driven STAT3 reporter potentiators, primary screen, U3A cells, luciferase, luminescence, MLSCN library; AID 871, 2007; activation (% of control), % at 5.6 µM; 0.91% of 190,000 active; IL-6 STAT3-luciferase reporter; 100% = signal with IL-6 EC80 alone;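 active means activation above the screen-wide mean of compound activation plus 3 SD, cut at about 130% in these data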;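 further: 0% = background luminescence of wells with medium and substrate only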
#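 Test system: Human STAT1-deficient U3A cells with stable STAT3-luciferase reporter | Also added: Interleukin-6, 33 ng/mL | Timing: Compound pre-incubation 1 h before IL-6, then 6 h stimulation at 37 °C | Technique: Luciferase reporter luminescence | Read-out: Percent of IL-6-only median luminescence | Benchmarks: IL-6-only wells as 100% reference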
# An asterisk follows results filed as active; / = no result given.
SMILES,DTT redox prof,STAT1 activator,Efa HMGR inh,TLR4 MyD88 comp,STAT3 blocker,Hsp70 activator,NF-kB neuron act,STAT1 inh,APP 5'UTR act,STAT3 act
CCn1nc(C)c(/C=C/C(=O)Nc2ccc(C)cc2C)c1C,-0.9,95.3,3.5,14.2,8.2,-0.4,1.31,5.2,3.1,94.9
CN(Cc1c(O)ccc2c1oc(=O)c1ccccc12)C1CCCCC1,-2.5,101.7,-1.6,2.1,6.5,0.0,2.01,-0.5,8.1,100.0
O=C(CSc1nc(O)cc(=O)n1-c1ccccc1)Nc1ccc2c3c(cccc13)CC2,-0.8,96.1,-0.8,-2.0,15.7,-0.2,1.06,4.4,-11.2,90.0
CCOC(=O)C1=C(CN2CCCCCC2)NC(=O)NC1c1ccc2c(c1)OCO2 (stereo not drawn),0.0,96.3,-1.9,1.0,-9.8,-0.2,1.2,5.6,-32.0,113.0
O=C(NCC(=O)N(Cc1ccco1)C(C(=O)NC1CCCC1)c1cccnc1)c1cccs1 (stereo not drawn),-1.5,103.8,-5.7,-5.6,-5.4,0.1,1.31,-4.1,24.2,107.0
CC(=O)c1cccc(NC(=O)NCc2cccs2)c1,0.3,100.2,1.2,-5.3,10.9,-0.2,1.13,-0.2,0.6,93.2
COc1cc(NC(=S)NC(=O)c2cccs2)ccc1NC(=O)C(C)C,-0.1,116.5,-0.8,7.5,7.8,0.1,0.99,-19.4,10.3,100.0
O=C(CC(Sc1ccccc1)c1cccs1)c1ccco1 (stereo not drawn),1.2,104.0,-4.2,10.7,12.6,0.2,1.35,-4.4,-2.2,93.5
CC(C)(C)CC(C)(C)NC(=O)CSCC(=O)Nc1ccc2ccccc2c1,0.5,102.4,-8.8,8.7,-9.3,-0.5,1.31,-2.6,-20.7,108.5
Cc1ccc(C2C(C#N)=C(N)Oc3n[nH]c(-c4cccnc4)c32)o1 (stereo not drawn),-0.3,84.8,-2.9,-4.8,-0.9,-0.4,1.1,15.3,7.1,103.7
C=C(C)c1cccc(C(C)(C)NC(=O)Nc2ccc3[nH]c(=O)[nH]c3c2)c1,2.5,106.7,-0.2,-2.4,3.6,-0.1,0.95,-7.3,7.8,99.3
O=C(Nc1ccccc1)c1ccc(CSc2ccccn2)cc1,-4.2,133.1*,4.4,-10.6,27.5,-0.2,3.27,-36.0,197.2*,79.0
COC(=O)c1c(NC(=O)c2ccoc2C)sc2c1CCC2,0.4,95.5,1.9,4.3,0.1,0.1,1,4.7,-9.8,101.1
CC(O)CNc1cc(N)c([N+](=O)[O-])cc1[N+](=O)[O-] (stereo not drawn),0.3,103.3,-1.0,-4.8,4.7,-0.1,1.34,-3.7,8.7,98.2
Cc1cc(N=CC2=C(O)CCCC2=O)no1,2.7,96.6,-4.1,-6.7,3.0,-0.2,0.93,3.7,3.2,100.7
COc1ccc(C(=O)CCc2nc3ccccc3s2)cc1,-0.3,115.8,3.5,5.6,4.0,-0.3,0.93,-17.8,/,96.8
O=C(Cn1cc(SCc2ccccc2Cl)c2ccccc21)N1CCOCC1,0.2,115.1,-1.1,-7.3,-11.9,-0.1,2.84,-16.6,17.0,108.7
CN(C)CC(O)COc1cccc(OCC(O)CN(C)C)c1 (stereo not drawn),-0.2,110.5,3.6,-4.9,-4.5,-0.3,0.99,-11.6,0.1,108.0
C/C(=N\NC(=O)C1CC1)c1cccc(NC(=O)c2cccc(Cl)c2)c1,-0.7,93.9,-3.2,1.6,3.3,-0.2,0.86,5.3,0.9,101.1
CCOC(=O)c1c(C)n(O)c2ccc(Cl)cc2c1=O,-2.7,107.1,-2.7,19.4,-5.6,-0.2,1.26,-6.1,-10.3,108.4

# An excerpt of these results, bar-delimited.
Molecule | DTT redox prof | STAT1 activator | Efa HMGR inh | TLR4 MyD88 comp | STAT3 blocker | Hsp70 activator | NF-kB neuron act | STAT1 inh | APP 5'UTR act | STAT3 act
O=C(Cn1cc(SCc2ccccc2Cl)c2ccccc21)N1CCOCC1 | 0.2 | 115.1 | -1.1 | -7.3 | -11.9 | -0.1 | 2.84 | -16.6 | 17.0 | 108.7
O=C(Nc1ccccc1)c1ccc(CSc2ccccn2)cc1 | -4.2 | 133.1* | 4.4 | -10.6 | 27.5 | -0.2 | 3.27 | -36.0 | 197.2* | 79.0

# Going on with the list.
SMILES,DTT redox prof,STAT1 activator,Efa HMGR inh,TLR4 MyD88 comp,STAT3 blocker,Hsp70 activator,NF-kB neuron act,STAT1 inh,APP 5'UTR act,STAT3 act
O=C1C2C3C=CC(CC3)C2C(=O)N1/N=C/c1ccccc1O (stereo not drawn),1.0,104.6,-4.8,-2.4,26.8,-0.3,0.96,-5.1,7.2,81.5
CCCc1nnc(SCC(=O)N2C(C)CCCC2C)n1CC (stereo not drawn),-1.0,100.0,0.3,-0.7,-4.8,-0.1,1.57,-1.2,-0.3,105.3
Cc1[nH]c(C(=O)O)c(C)c1C(=O)OC(C)C,0.0,102.9,1.0,-0.8,10.8,-0.3,1.04,-3.2,-5.3,95.7
Cn1c(N)c(C(=O)COC(=O)Cn2cc(C(F)(F)F)ccc2=O)c(=O)n(C)c1=O,-0.1,105.0,-4.9,-10.7,6.3,-0.3,1.05,-5.5,20.1,100.1
O=C(CCc1c[nH]c2ccccc12)NCC1CCCO1 (stereo not drawn),2.2,111.8,2.1,-4.4,4.4,-0.3,1.13,-12.8,-5.2,98.4
COc1ccc(Nc2nc(-c3ccc(OC)cc3)cs2)cc1,-0.7,151.3*,-1.8,3.3,12.4,0.2,/,-55.3,136.7*,94.3
Cc1noc(NS(=O)(=O)c2ccc(NC(=O)CSc3n[nH]c(-c4ccccc4)n3)cc2)c1C,1.1,95.7,-0.5,-9.5,7.6,-0.5,1.13,4.6,-1.5,97.7
O=C1S/C(=C\c2ccc(N3CCOCC3)o2)C(=O)N1Cc1c(F)cccc1Cl,2.2,92.6,1.6,1.5,1.8,-0.4,1.33,8.1,8.6,98.8
CCc1nnc(N/N=C/c2cccs2)n1N,-0.7,108.0,2.8,-5.2,-10.5,-0.1,1.17,-9.1,-14.4,109.9
O=C(CSc1nc(-c2ccccc2)cc(C(F)(F)F)n1)NCCN1CCOCC1,1.4,89.8,-6.0,-0.5,0.9,-0.3,1.24,11.0,14.7,101.6
N#C/C(=C(/O)c1cccs1)c1nnc2n1CCCCC2,1.0,99.3,-5.7,-5.3,-1.3,-0.5,1.06,-1.8,8.2,102.3
CCOC(=O)c1c(C)oc2c(CN3CCN(C)CC3)c(Br)c(OC)c(O)c12,-4.0,103.8,0.7,1.4,6.6,-0.2,1.18,-4.1,10.3,97.9
COc1ccc(NC(=O)c2cc3cc(OC)ccc3oc2=N)cc1,-1.3,98.0,-4.4,12.4,16.7,-0.1,1.38,3.5,12.0,89.7
O=C1CCC(C(=O)N(Cc2ccco2)C2(C(=O)NC3CCCC3)CCCCC2)N1 (stereo not drawn),0.0,103.1,0.5,-0.3,-4.6,-0.2,1.41,-4.0,-2.6,103.9
Cc1[nH]c(=O)[nH]c(=O)c1NC(=O)c1ccc(OC(C)C)cc1,-1.1,100.0,3.1,6.2,-2.5,0.3,1.13,-1.9,9.0,104.1
CCCCOc1ccc(-c2nc(/C=N/c3nccs3)c(O)o2)cc1,0.8,94.9,-1.7,5.6,-2.1,0.1,1.1,5.7,4.2,103.7
Cc1c2cccn2cc[n+]1C,1.4,98.5,-10.1,-14.1,-5.6,0.0,0.92,1.6,11.4,104.7
CCC(C)(C)NC(=O)/C=C/c1ccc(OC)c(S(=O)(=O)N2CCOCC2)c1,-0.3,95.8,-4.9,0.9,6.7,-0.3,0.96,4.7,-5.5,97.5
CSCC[C@H](NC(=O)CC(C)(C)C)c1nc2ccccc2[nH]1,-4.1,104.6,4.0,-0.8,-6.5,-0.3,0.88,-5.1,-8.5,107.5
Cc1cc(C)cc(OCC(=O)OCC(=O)NCc2ccco2)c1,0.8,105.0,-1.1,-8.1,4.7,0.4,1,-5.5,-9.5,102.5

# Some entries already given with just STAT3 act.
compound	STAT3 act
O=C(Cn1cc(SCc2ccccc2Cl)c2ccccc21)N1CCOCC1	108.7
CN(C)CC(O)COc1cccc(OCC(O)CN(C)C)c1 (stereo not drawn)	108.0

# Next section:
SMILES,DTT redox prof,STAT1 activator,Efa HMGR inh,TLR4 MyD88 comp,STAT3 blocker,Hsp70 activator,NF-kB neuron act,STAT1 inh,APP 5'UTR act,STAT3 act
O=C(COC(=O)c1ccccn1)Nc1ccccc1OC(F)F,-1.6,90.1,3.5,-1.5,2.7,0.5,1.13,10.2,3.6,101.1
CCOC(=O)c1[nH]ncc1CN1CCCC(C(=O)c2cccc(OC(C)C)c2)C1 (stereo not drawn),-1.5,88.1,-4.2,3.7,2.3,-0.1,1.21,11.7,-13.4,101.8
COC(=O)[C@@H](NC(=O)NCc1ccco1)C(C)C,0.1,96.6,-2.2,1.9,6.3,0.0,1.03,3.7,1.6,96.8
COc1ccccc1NC(=O)C1=C(C)Nc2nnnn2C1c1cccc(Br)c1 (stereo not drawn),2.4,102.9,-1.8,-15.3,1.1,-0.2,0.94,-3.1,9.7,101.3
COc1cc(CN2CCN(S(=O)(=O)c3ccc(NC(C)=O)cc3)CC2)cc(OC)c1O,-0.3,100.5,-1.1,4.4,2.3,-0.4,1.03,-2.4,-12.6,101.8
CN(C)/C=C(\C#N)S(=O)(=O)C(C)(C)C,0.9,95.7,-1.1,13.5,4.4,-0.4,0.96,4.5,3.6,100.3
CCN(CC)c1ccc(/C=N/OCC(=O)N2CCCc3ccccc32)cc1,0.0,99.7,1.4,0.2,-4.5,-0.2,0.91,0.4,-8.0,103.4
O=C(CN1C(=O)c2ccccc2C1=O)Nc1nnc(C2CCCO2)s1 (stereo not drawn),0.0,98.0,-4.0,-10.8,-10.5,-0.2,0.87,2.1,-5.7,107.3
COc1cc(/C=C(\NC(=O)c2ccccc2)C(=O)Nc2cccc(O)c2)c([N+](=O)[O-])cc1OC,-2.1,93.1,-3.0,-4.9,5.6,-0.2,0.95,4.5,1.5,103.4
CCCCn1c(=O)c(C(=O)N/N=C/c2ccc(F)cc2)c(O)c2ccccc21,-0.1,101.0,-2.4,-1.0,5.6,-0.2,0.92,-1.2,-23.0,100.2
CN(C)C(=O)CSc1nnc(-c2ccncc2)n1Cc1ccco1,-0.2,99.1,-6.1,-0.3,16.2,0.1,1.13,0.6,18.2,92.2
O=C(Nc1ccccc1)c1cccc(N2CCCC2=O)c1,3.0,118.2,-2.8,-2.7,18.2,-0.2,1.86,-19.8,37.2,87.1
CC(C)C(NC(=O)C12CC3CC(CC(C3)C1)C2)C(=O)NC1=NCCS1 (stereo not drawn),0.5,99.8,0.2,-7.5,5.5,0.1,1.37,0.2,2.6,100.8
CSc1ncccc1C(=O)N1CCCC(CCC(=O)NCc2ccc(F)c(F)c2)C1 (stereo not drawn),0.7,96.5,-1.6,2.1,-6.2,0.1,0.93,1.7,27.8,110.8
